M. tuberculosis: growth inhibition of non-replicating M. tuberculosis (AID 488890) | inhibition, % at 25 µM, or IC50 in µM where a hit was titrated | Mycobacterium tuberculosis non-replicating, growth inhibition; higher % means a stronger effect | actives 0.39% (n = 320,000); in the data active means a potency from the dose series; inconclusive means inhibition mostly from about 82% at the one dose, without a potency; inactive means the rest, 99 in 100 with inhibition below about 76%;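 further: plate controls were DMSO cells for no effect and high antibiotic wells for full effect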
Salmonella PhoP GFP: PhoP regulon inhibitors, Salmonella typhi PhoP promoter GFP reporter, confirmatory (AID 1850) | inhibition, % at 50 µM; hits with a dose series show IC50 in µM | actives 0.33% (n = 310,000) | Salmonella Typhi PhoP-promoter GFP reporter, fluorescence, 4 h; higher % means a stronger effect; in the data active means a potency from the dose series; inconclusive means inhibition mostly from about 25% at the one dose, without a potency; inactive means the rest, 99 in 100 with inhibition below about 19%;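 further: 0% = induced wells with vehicle and 100% = uninduced wells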
H1N1 NS1A inhibition: H1N1 influenza NS1A inhibitors, functional cell based assay (AID 504329) | NS1A functional cell-based assay, percent inhibition; higher % means a stronger effect | inhibition, % at 12.5 µM; hits with a dose series show IC50 in µM | actives 0.3% (n = 340,000); in the data active means a potency from the dose series; inconclusive means inhibition above about 27% without an active follow-up result; further: strong numbers were not always called active
M. tuberculosis HTS: M. tuberculosis growth inhibition, HTS (AID 449762); M. tuberculosis H37Rv growth inhibition, 7H9 media; higher % means a stronger effect; one-dose inhibition, % at 25 µM; IC50 in µM for titrated hits; actives 0.59% (n = 330,000); in the data active means a potency from the dose series; inconclusive means inhibition above about 70% without an active follow-up result;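 further: bacterial growth assessed after seven days of incubation; strong numbers were not always called active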
VEEV TC-83 Vero: inhibitors of VEEV TC-83 cytopathic effect, confirmation, Vero cells (AID 588727); Vero cells, VEEV TC-83 cytopathic effect inhibition; higher % means a stronger effect; inhibition, % at 20 µM, or IC50 in µM where a hit was titrated; actives 0.13% (n = 350,000); in the data active means a potency from the dose series; inconclusive means inhibition mostly from about 14% at the one dose, without a potency; inactive means the rest, 99 in 100 with inhibition below about 12%; further: strong numbers were not always called active
Starred values were filed as active, the others as inactive.

How did CC(C)(C)c1ccc(C(=O)NCCC(=O)N2CCC3(CC2)NCCc2[nH]cnc23)cc1 do in these assays?
M. tuberculosis: -6%; Salmonella PhoP GFP: 1%; H1N1 NS1A inhibition: -2%; M. tuberculosis HTS: 2%; VEEV TC-83 Vero: 0.8%

What do the screens show for `Clc1ccc(OCCNCCc2ccccc2)cc1`?
M. tuberculosis: 47%; Salmonella PhoP GFP: 5%; H1N1 NS1A inhibition: -4%; M. tuberculosis HTS: 3%; VEEV TC-83 Vero: inactive

What do the screens show for `Cc1cccc(/C(N)=N/OC(=O)C23CC4CC(CC(C4)C2)C3)c1`?
M. tuberculosis: 52%; Salmonella PhoP GFP: -6%; H1N1 NS1A inhibition: 1%; M. tuberculosis HTS: 3%; VEEV TC-83 Vero: 8.7%

What do the screens show for `CCOc1ccc2oc(C(=O)N3CCN(c4ccccc4OCC)CC3)c(C)c2c1`?
M. tuberculosis: 1%; Salmonella PhoP GFP: 5%; H1N1 NS1A inhibition: -5%; M. tuberculosis HTS: inconclusive; VEEV TC-83 Vero: 8.2%

How did O=C(CSc1nc2ccccc2c(=O)n1NC(=O)c1ccccc1)c1ccc(Cl)cc1 do in these assays?
M. tuberculosis: 3%; Salmonella PhoP GFP: -5%; H1N1 NS1A inhibition: -9%; M. tuberculosis HTS: inconclusive; VEEV TC-83 Vero: inactive

What do the screens show for `CCCNC(=O)c1noc2c1CCc1cc(OC)ccc1-2`?
M. tuberculosis: 30%; Salmonella PhoP GFP: -7%; H1N1 NS1A inhibition: -5%; M. tuberculosis HTS: -6%; VEEV TC-83 Vero: 0.4%

How did Cc1ccc(O)c(Nc2ncnc3ccc([N+](=O)[O-])cc23)c1 do in these assays?
M. tuberculosis: 26%; Salmonella PhoP GFP: -4%; H1N1 NS1A inhibition: -10%; M. tuberculosis HTS: 39%; VEEV TC-83 Vero: 0.8%

How did Cc1nc2ccccc2c(=O)n1/N=C/c1ccc(C(C)C)cc1 do in these assays?
M. tuberculosis: 23%; Salmonella PhoP GFP: 3%; H1N1 NS1A inhibition: -14%; M. tuberculosis HTS: 8%; VEEV TC-83 Vero: 11%

How did O=C(COC(=O)/C=C/c1cccc(C(F)(F)F)c1)NC(=O)NC1CCCC1 do in these assays?
H1N1 NS1A inhibition: -8%; VEEV TC-83 Vero: 2.3%

What do the screens show for `CC1Cc2ccccc2N1c1nc(C2CC2)nc2c1nnn2Cc1ccccc1` (stereo unspecified)?
M. tuberculosis: 2%; Salmonella PhoP GFP: 14%; H1N1 NS1A inhibition: -8%; M. tuberculosis HTS: 4%; VEEV TC-83 Vero: 1.3%

As a short view, some entries already given:
How did CC(C)(C)c1ccc(C(=O)NCCC(=O)N2CCC3(CC2)NCCc2[nH]cnc23)cc1 do in these assays?
M. tuberculosis: -6%; Salmonella PhoP GFP: 1%; H1N1 NS1A inhibition: -2%; M. tuberculosis HTS: 2%; VEEV TC-83 Vero: 0.8%

What do the screens show for `Clc1ccc(OCCNCCc2ccccc2)cc1`?
M. tuberculosis: 47%; Salmonella PhoP GFP: 5%; H1N1 NS1A inhibition: -4%; M. tuberculosis HTS: 3%; VEEV TC-83 Vero: inactive

What do the screens show for `Cc1cccc(/C(N)=N/OC(=O)C23CC4CC(CC(C4)C2)C3)c1`?
M. tuberculosis: 52%; Salmonella PhoP GFP: -6%; H1N1 NS1A inhibition: 1%; M. tuberculosis HTS: 3%; VEEV TC-83 Vero: 8.7%

What do the screens show for `CCOc1ccc2oc(C(=O)N3CCN(c4ccccc4OCC)CC3)c(C)c2c1`?
M. tuberculosis: 1%; Salmonella PhoP GFP: 5%; H1N1 NS1A inhibition: -5%; M. tuberculosis HTS: inconclusive; VEEV TC-83 Vero: 8.2%

Following part:
How did CCCCCn1cnnc1SCC(=O)c1ccc2c(c1)OCO2 do in these assays?
M. tuberculosis: 12%; H1N1 NS1A inhibition: 2%; M. tuberculosis HTS: -7%; VEEV TC-83 Vero: 0.7%

Results for CCOC(=O)CNC=C(C(=O)OCC)C(=O)OCC ?
M. tuberculosis: -4%; Salmonella PhoP GFP: -12%; H1N1 NS1A inhibition: -20%; M. tuberculosis HTS: -1%; VEEV TC-83 Vero: 0.2%

How did COc1cc(/C=C(\C#N)c2nc3ccccc3s2)cc([N+](=O)[O-])c1O do in these assays?
H1N1 NS1A inhibition: 15%; VEEV TC-83 Vero: 0.2%

How did CC1CCc2nc(N)c(C#N)c(-c3ccncc3)c2C1 (stereo unspecified) do in these assays?
M. tuberculosis: -4%; Salmonella PhoP GFP: 10%; H1N1 NS1A inhibition: -6%; M. tuberculosis HTS: 3%; VEEV TC-83 Vero: 0.5%

How did CSc1nccc(Nc2ccccc2)c1C#N do in these assays?
M. tuberculosis: -2%; Salmonella PhoP GFP: 4%; H1N1 NS1A inhibition: 0%; M. tuberculosis HTS: -10%; VEEV TC-83 Vero: inactive

What do the screens show for `CCOC(=O)c1c(N)sc2c1CCCC2=O`?
M. tuberculosis: 4%; Salmonella PhoP GFP: 0%; H1N1 NS1A inhibition: -6%; M. tuberculosis HTS: 5%; VEEV TC-83 Vero: 1.0%

What do the screens show for `O=C1C2C3C=CC(C4CC34)C2C(=O)N1c1nccs1` (stereo unspecified)?
M. tuberculosis: 19%; Salmonella PhoP GFP: -5%; H1N1 NS1A inhibition: -6%; M. tuberculosis HTS: 2%; VEEV TC-83 Vero: 1.0%

Results for COc1ccccc1-n1c(-c2cc(-c3ccco3)[nH]n2)n[nH]c1=S ?
M. tuberculosis: -35%; Salmonella PhoP GFP: 7%; H1N1 NS1A inhibition: -3%; M. tuberculosis HTS: -1%; VEEV TC-83 Vero: 5.6%

What do the screens show for `CCC(C)S(=O)(=O)c1snnc1C` (stereo unspecified)?
M. tuberculosis: 0%; Salmonella PhoP GFP: -4%; H1N1 NS1A inhibition: -8%; M. tuberculosis HTS: -9%; VEEV TC-83 Vero: 1.9%

Results for COc1ccccc1NS(=O)(=O)c1cc(NC(=O)c2ccncc2)ccc1N1CCOCC1 ?
M. tuberculosis: 13%; Salmonella PhoP GFP: -4%; H1N1 NS1A inhibition: 0%; M. tuberculosis HTS: -1%; VEEV TC-83 Vero: 3.0%

How did O=C(NCc1ccccc1)C(c1ccccc1)N(C(=O)c1csnn1)c1ccccc1 (stereo unspecified) do in these assays?
M. tuberculosis: -9%; Salmonella PhoP GFP: -1%; H1N1 NS1A inhibition: 5%; M. tuberculosis HTS: 5%; VEEV TC-83 Vero: 6.2%

How did CC(=O)Nc1ccc(S(=O)(=O)NC(C)C(=O)NCC(c2ccco2)N2CCCCC2)cc1 (stereo unspecified) do in these assays?
M. tuberculosis: 0%; H1N1 NS1A inhibition: -20%; M. tuberculosis HTS: -3%; VEEV TC-83 Vero: inactive

What do the screens show for `O=C(Nc1ccncc1)c1ccccc1Cl`?
M. tuberculosis: 0%; Salmonella PhoP GFP: 8%; H1N1 NS1A inhibition: 1%; M. tuberculosis HTS: 2%; VEEV TC-83 Vero: inactive

Results for O=C(Nc1ccc(Cl)c(Cl)c1)Nc1ccc([N+](=O)[O-])cn1 ?
M. tuberculosis: 10%; Salmonella PhoP GFP: -1%; H1N1 NS1A inhibition: -6%; M. tuberculosis HTS: 1%; VEEV TC-83 Vero: 3.0%

What do the screens show for `COc1ccc(CCNC(=O)CS(=O)(=O)c2cn(CC(=O)N3CCOCC3)c3ccccc23)cc1OC`?
M. tuberculosis: 3%; Salmonella PhoP GFP: 21%; H1N1 NS1A inhibition: -12%; M. tuberculosis HTS: -14%; VEEV TC-83 Vero: 1.2%

How did COC(=O)c1sc(-c2ccc(C(C)(C)C)cc2)cc1NC(=O)/C=C/C(=O)O do in these assays?
M. tuberculosis: 79%; Salmonella PhoP GFP: 14%; H1N1 NS1A inhibition: -2%; M. tuberculosis HTS: inconclusive; VEEV TC-83 Vero: 5.0%

Results for CC1=CCC2C(=O)N(c3ccc(C(=O)N4CCCCCC4)cc3)C(=O)C2C1 (stereo unspecified) ?
M. tuberculosis: 1%; Salmonella PhoP GFP: -14%; H1N1 NS1A inhibition: -6%; M. tuberculosis HTS: 16%; VEEV TC-83 Vero: 0.2%

Results for Cc1ccc(S(=O)(=O)N2CCc3ccccc3C2)cc1C ?
M. tuberculosis: -10%; Salmonella PhoP GFP: 12%; H1N1 NS1A inhibition: -15%; M. tuberculosis HTS: 9%; VEEV TC-83 Vero: 1.2%

Results for CCc1nc(SCC(=O)N2CCOCC2)c2c(=O)n(C)c(=O)n(C)c2n1 ?
M. tuberculosis: -30%; Salmonella PhoP GFP: 4%; H1N1 NS1A inhibition: 26%; M. tuberculosis HTS: -2%; VEEV TC-83 Vero: 0.6%

How did COc1ccc(NC(=O)CN(C)Cc2cccs2)cc1Cl do in these assays?
M. tuberculosis: 20%; Salmonella PhoP GFP: -8%; H1N1 NS1A inhibition: -2%; M. tuberculosis HTS: -6%; VEEV TC-83 Vero: inactive

How did O=C(NCCOC(=O)c1ccncc1)c1ccccc1 do in these assays?
M. tuberculosis: 4%; Salmonella PhoP GFP: -14%; H1N1 NS1A inhibition: -20%; M. tuberculosis HTS: 4%; VEEV TC-83 Vero: 0.6%

What do the screens show for `CS/C(=C\[N+](=O)[O-])Nc1ccc(OC(F)(F)F)cc1`?
M. tuberculosis: inconclusive; Salmonella PhoP GFP: -4%; H1N1 NS1A inhibition: -8%; M. tuberculosis HTS: 8%; VEEV TC-83 Vero: 1.6%

Results for COCCOC(=O)C1=C(C)Nc2nc(C)nn2C1c1ccccc1 (stereo unspecified) ?
M. tuberculosis: 2%; Salmonella PhoP GFP: -10%; H1N1 NS1A inhibition: -21%; M. tuberculosis HTS: 2%; VEEV TC-83 Vero: 1.2%

Results for C=CC1C(N2CCOCC2)C(C)(C)S1(=O)=O (stereo unspecified) ?
M. tuberculosis: -5%; Salmonella PhoP GFP: -1%; H1N1 NS1A inhibition: -3%; M. tuberculosis HTS: -1%; VEEV TC-83 Vero: 0.1%

How did CC(=O)[C@H]1[C@@H]2C(=O)N(c3cccc(Cl)c3)C(=O)[C@@H]2[C@H]2c3ccccc3C=CN21 do in these assays?
M. tuberculosis: 11%; Salmonella PhoP GFP: 16%; H1N1 NS1A inhibition: -2%; M. tuberculosis HTS: -4%; VEEV TC-83 Vero: 2.5%

What do the screens show for `CC(C(=O)O)C1SC(=O)NC1=O` (stereo unspecified)?
M. tuberculosis: -2%; Salmonella PhoP GFP: -11%; H1N1 NS1A inhibition: 3%; M. tuberculosis HTS: -8%; VEEV TC-83 Vero: 2.5%

Results for O=C(C(=O)N1CCOCC1)c1cn(Cc2ccccc2Cl)c2ccccc12 ?
M. tuberculosis: 2%; Salmonella PhoP GFP: 25%; H1N1 NS1A inhibition: -3%; M. tuberculosis HTS: 19%; VEEV TC-83 Vero: 3.0%

How did O[C@@H](CNC[C@H](O)c1ccccc1)c1ccccc1 do in these assays?
M. tuberculosis: -2%; Salmonella PhoP GFP: -12%; H1N1 NS1A inhibition: -2%; M. tuberculosis HTS: -11%; VEEV TC-83 Vero: inactive

How did N#CC1=C(N)N(c2ccc(Br)cc2)C2=C(C(=O)CCC2)C1c1cccnc1 (stereo unspecified) do in these assays?
M. tuberculosis: 28%; Salmonella PhoP GFP: 18%; H1N1 NS1A inhibition: 22%; M. tuberculosis HTS: -11%; VEEV TC-83 Vero: 4.4%

How did Cc1cccc(C(=O)NCC(=O)N2CCOCC2)c1 do in these assays?
M. tuberculosis: 14%; Salmonella PhoP GFP: 7%; H1N1 NS1A inhibition: -6%; M. tuberculosis HTS: 5%; VEEV TC-83 Vero: 1.6%

What do the screens show for `O=C(CNS(=O)(=O)c1ccccc1)N/N=C/c1ccncc1`?
M. tuberculosis: -4%; H1N1 NS1A inhibition: -2%; M. tuberculosis HTS: -6%; VEEV TC-83 Vero: 1.2%

What do the screens show for `Brc1ccc2nc3c(n2c1)CCCC3`?
Salmonella PhoP GFP: 11%; H1N1 NS1A inhibition: -3%; M. tuberculosis HTS: -10%; VEEV TC-83 Vero: 3.8%

What do the screens show for `O=C(Nc1cccc(S(=O)(=O)NC2=NCCC2)c1)c1cc(F)c(F)c(F)c1F`?
H1N1 NS1A inhibition: -4%; VEEV TC-83 Vero: 3.4%

Results for CSCCC(NC(=O)c1ccco1)C(=O)N(C)CC(=O)Nc1c(Cl)cccc1Cl (stereo unspecified) ?
M. tuberculosis: -8%; Salmonella PhoP GFP: -2%; H1N1 NS1A inhibition: -4%; M. tuberculosis HTS: 5%; VEEV TC-83 Vero: 1.3%

Results for O=C(O)CCN1CC2([N+](=O)[O-])C=CC(=O)C([N+](=O)[O-])(C1)C2CC(=O)c1ccccc1 (stereo unspecified) ?
M. tuberculosis: 3%; Salmonella PhoP GFP: -10%; H1N1 NS1A inhibition: -2%; M. tuberculosis HTS: -4%; VEEV TC-83 Vero: 1.1%

Assay outcomes (PubChem)
